Cy5 interf NS3h = Cy5 fluorescence quenchers or enhancers, artefact control for HCV NS3 helicase inhibitor project, biochemical, ChemBridge library, Cy5 readout; fluorescence interference ratio at 100 µM; AID 720488, 2013; Cy5-dT15 DNA with NS3h, fluorescence interference; actives lie on both sides; signal over control mean, under 1 quenches; 16,000 tested, 6% active;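 active = compound fluorescence over control fluorescence at most 0.8, a quencher, or at least a set upper limit, an enhancer; inactive = ratio between 0.8 and the set upper limit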
NS3h inh CB = HCV NS3 helicase inhibitors, primary screen, biochemical, fluorescence polarization, ChemBridge library | Hepatitis C virus NS3 helicase | NS3h Cy5-dT15 DNA binding | inhibition, % at 100 µM | 16,000 tested, 1.6% active | AID 687043, 2013;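 active = inhibition above the average over every tested compound plus 3 SD, cut at about 40% in these data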
Starred values were filed as active, the others as inactive.

molecule | Cy5 interf NS3h | NS3h inh CB
CC(CC(=O)Nc1ccc(Br)cc1)c1ccccc1 (stereo not drawn) | 0.844 | -4.5
Cc1ccc(-c2ccccc2)n1-c1ccc(O)cc1 | 0.84 | 10.9
Cc1cc(C)c2oc(-c3ccc(NC(=O)c4ccccc4[N+](=O)[O-])cc3)nc2c1 | 1.01 | -2.8
CC1=C(C(=O)Nc2cc(Cl)ccc2C)C(c2ccc(F)cc2)NC(=O)N1 (stereo not drawn) | 1 | -18.2
CCOC(=O)c1cnc2cc(-c3ccccc3Cl)[nH]n2c1=O | 1.05 | 6.5
O=C(/C=C/c1ccc(Cl)cc1)Nc1ccc(-c2nc3ccccc3o2)c(O)c1 | 1.09 | 9.9
COc1ccc(S(=O)(=O)N2CCN(C(=O)c3ccc([N+](=O)[O-])cc3)CC2)cc1 | 1.02 | 11.8
O=C(NCCNc1ccc([N+](=O)[O-])cc1)c1ccc(Cl)cc1 | 0.985 | 8.8

A second format for some results above:
Every second line gives: Cy5 interf NS3h	NS3h inh CB
> O=C(NCCNc1ccc([N+](=O)[O-])cc1)c1ccc(Cl)cc1
    0.985	8.8
> CC1=C(C(=O)Nc2cc(Cl)ccc2C)C(c2ccc(F)cc2)NC(=O)N1 (stereo not drawn)
    1	-18.2

(further entries)
molecule | Cy5 interf NS3h | NS3h inh CB
COC(=O)c1cc(NC(=O)c2ccc(OC)c(Br)c2)cc(C(=O)OC)c1 | 1.09 | 4.4
CN(C)CCNC(=O)/C(=N/O)c1ccccn1 | 1.04 | 1.9
CCOC(=O)c1c(NC(=O)c2cccnc2)sc2c1CCCC2 | 0.933 | -12.6
O/N=C\c1cn(-c2ccccc2)nc1-c1ccc(-c2ccccc2)cc1 | 0.964 | 5.6
CCc1cc(C)cc(OCCOc2ccc(/C=C3/SC(=S)N(C)C3=O)cc2)c1 | 0.969 | 29.8
O=C(O)/C=C\C(=O)Nc1ccc(Nc2ccccc2)cc1 | 0.905 | 4.1
COc1ccccc1NC(=O)CSC(N)=O | 1.07 | -11.8
COc1ccc(CCNc2cc(N3CCOCC3)ccc2[N+](=O)[O-])cc1OC | 0.856 | 12.5
COc1ccc(OC)c(C2NC(=O)NC(C)=C2C(=O)Nc2ccccc2C)c1 (stereo not drawn) | 0.913 | 2.4
COc1ccccc1NC(=O)/C(=C\c1cccs1)NC(=O)c1ccccc1 | 0.95 | 5.1
CCNC(=O)C(=O)Nc1cc(Cl)ccc1C | 0.943 | 13.4
CCOC(=O)/C(C#N)=C\c1c(C)cc(C)c(COC)c1C | 1.01 | 7.1
COc1ccc(/C=C2\C=C(c3ccc(Br)cc3)OC2=O)c(C)c1 | 1.06 | -4.9
Cn1c(=O)c(C(=O)Nc2ncccn2)c(O)c2ccccc21 | 1.16 | -1.3
O=C(/C=C/c1ccc(NC(=O)c2cccs2)cc1)c1ccco1 | 0.884 | -23.6
COc1ccc(Cl)cc1NC(=O)COc1c(C)cc(C)cc1C | 0.89 | 8.8
Cc1ccc(N2C(=O)C(Cl)=C(N3CCN(c4ccccc4)CC3)C2=O)c(C)c1 | 1.1 | 13.6
CCOc1ccc2sc(C=NCCc3ccccc3)c(O)c2c1 | 1.08 | 12.7
O=C(CN1CCCCC1)NCC1COc2ccccc2O1 (stereo not drawn) | 1.1 | 2.9
O=C(NCCCN1CCOCC1)c1cccc(Cl)c1 | 0.748* | 9.6
CC(c1ccccc1)C1CC(=O)N(c2ccc([N+](=O)[O-])cc2)C1=O (stereo not drawn) | 0.958 | 1.4
O=C(NCCNc1ccc([N+](=O)[O-])cc1)c1ccccc1F | 1.09 | 14.5
O=C(Nc1ccncc1)Nc1ccccn1 | 1.01 | 4.7
Cn1c(=O)c2c(nc(Oc3ccccc3)n2C)n(C)c1=O | 0.986 | -14.1
Cc1ccc(OCC(=O)Nc2cccc(Cl)c2Cl)c(Br)c1 | 1.02 | 6.1
CCN1C(=O)/C(=C\c2ccc(OCc3ccccc3Cl)cc2)SC1=S | 0.997 | -1.3
O=C(Nc1ccc(S(=O)(=O)N2CCCCCC2)cc1)c1ccc(-c2ccccc2)cc1 | 0.906 | -0.3
Cc1cccc(C(C)C)c1NC(=O)c1cc2ccccc2oc1=O | 1.09 | 25.8
O=C(Nc1ccccc1)c1ccccc1C(=O)OCCCCCc1cccs1 | 0.849 | 17.3
COc1ccc(NC(=O)c2ccc(OC(C)=O)cc2)cc1O | 1.02 | 2.1
O=C(Nc1scc(-c2ccccc2)c1C(=O)O)c1ccccc1F | 1 | -0.3
COc1ccc(C2=NN(C(=O)CCC(=O)O)C(c3ccc([N+](=O)[O-])cc3)C2)cc1 (stereo not drawn) | 1.05 | -3.0
O=C(/C=C/c1ccccc1)C1=C(O)C(=O)N(c2ccccc2)C1c1cccc([N+](=O)[O-])c1 (stereo not drawn) | 0.878 | 5.6
Cc1ccnc(NC(=O)COc2ccc(C)c(C)c2)c1 | 1.07 | 19.9
COCCOC(=O)C1=C(C)NC(C)=C(C(=O)OCCOC)C1c1cn(-c2ccccc2)nc1-c1ccc(F)cc1 | 1.05 | 7.2
CCCC(=O)Oc1cc2c(C(=O)OCC)c(C)n(C)c2c2ccccc12 | 1.02 | 6.8
C=CCNC(=O)c1ccc(-c2cccc(Cl)c2)o1 | 0.957 | 6.0
COc1ccc(C2NCCc3c2[nH]c2ccccc32)cc1 (stereo not drawn) | 1.11 | 6.0
CC(=O)c1ccc(NC(=O)c2cc3nc(-c4ccc(Br)cc4)cc(C(F)(F)F)n3n2)cc1 | 0.781* | 9.6
O=C(COc1ccc(Cl)cc1)Nc1ccccc1[N+](=O)[O-] | 1.07 | 27.3

Of the compounds above, these have an NH in an aromatic ring:
molecule | Cy5 interf NS3h | NS3h inh CB
CCOC(=O)c1cnc2cc(-c3ccccc3Cl)[nH]n2c1=O | 1.05 | 6.5
COc1ccc(C2NCCc3c2[nH]c2ccccc32)cc1 (stereo not drawn) | 1.11 | 6.0

Additional records:
molecule | Cy5 interf NS3h | NS3h inh CB
O=C(/C=C/c1ccc(F)cc1)N1CCN(CCN2C(=O)c3cccc4cccc(c34)C2=O)CC1 | 0.898 | 14.6
O=C(O)c1ccccc1NC1=C(Cl)C(=O)N(c2ccccc2Cl)C1=O | 1.05 | 3.1
CCCOc1cccc(NC(=O)c2cc(C)oc2C)c1 | 0.949 | 10.0
CC(=O)Nc1ccc(NS(=O)(=O)c2cc(Cl)ccc2Cl)cc1 | 0.986 | 1.3
COc1ccccc1C(=O)N/C(=C\c1ccc(Br)cc1)C(=O)N1CCCCC1 | 0.966 | 7.5
CCOC(=O)C1=C(N)OC2=C(C(=O)CC(C)(C)C2)C1c1ccc(Cl)cc1Cl (stereo not drawn) | 1.11 | 0.3
COc1cc(OC)cc(C(=O)Nc2ccc(C)c(C)c2)c1 | 0.914 | 7.5
COC(=O)c1ccc(NC(=S)NC(=O)c2ccc(OC)cc2)cc1 | 0.946 | 21.0
Cc1cc(NC(=O)c2ccc(-c3cccc([N+](=O)[O-])c3)o2)ccc1NC(=O)c1ccco1 | 0.979 | 14.7
C=CCNC(=S)NC(=O)/C=C/c1ccccc1 | 0.998 | 13.4
COc1ccc(C(=O)CSc2nnc(Sc3nc4ccccc4[nH]3)o2)cc1 | 0.538* | 9.6
COc1ccc2oc(C(Cl)(Cl)Cl)cc(=O)c2c1 | 0.913 | 1.0
O=C(COc1ccccc1Cl)Nc1ccc(Br)cc1C(=O)O | 1 | 1.4
O=[N+]([O-])c1ccc(C2Nc3c(cccc3C(F)(F)F)C3C=CCC32)cc1 (stereo not drawn) | 0.949 | 3.7
Cc1nc2ccccn2c(=O)c1[N+](=O)[O-] | 0.906 | 3.2
Cc1ccccc1N1C(=O)C(O)=C(C(=O)/C=C/c2ccccc2)C1c1ccc(Br)cc1 (stereo not drawn) | 0.975 | 8.8
O=C(Nc1cccc(Br)c1)c1cc([N+](=O)[O-])ccc1Cl | 1.02 | 6.7
CCCCNc1ncnc2sc3c(c12)CCCC3 | 0.932 | 7.6
CCOC(=O)C1=C(C)N=c2s/c(=C/c3ccc(F)cc3)c(=O)n2C1c1cccc([N+](=O)[O-])c1 (stereo not drawn) | 0.979 | 6.1
O=C(O)CCCN1C(=O)C(=O)C(=C(O)c2ccc(Cl)cc2)C1c1ccccc1 (stereo not drawn) | 1.11 | 31.4
CC1=C(C(=O)OC2CCCC2)C(c2coc3ccc(Cl)cc3c2=O)C2=C(CCCC2=O)N1 (stereo not drawn) | 1.08 | 4.8
CCOc1ccc(/C=N\N=C2\C(=O)Nc3ccccc32)cc1 | 0.961 | -10.4
NCCCCNc1ccc([N+](=O)[O-])cc1 | 0.959 | -14.7
Cc1cccc(OCC(=O)Nc2ccccc2C(F)(F)F)c1 | 0.994 | 6.9
COc1ccc(N(CC(=O)Nc2cccc(Br)c2)S(=O)(=O)c2ccc(C)cc2)c(OC)c1 | 1.12 | -6.9
CCOC(=O)c1c(NC(C)=O)sc(C)c1-c1ccccc1 | 0.939 | 17.9
CC(=O)Oc1ccc(-c2cccc(C(=O)O)c2)cc1 | 0.997 | 0.0
Cc1cc(C=C2C(=O)NC(=O)NC2=O)c(-c2ccccc2)n1-c1ccccc1 | 0.923 | -6.3
COc1cccc(OC)c1C(=O)Nc1ncn[nH]1 | 0.945 | 9.6
CNc1nc2ccc(C)cn2c(=O)c1/C=N\O | 1.04 | -4.1
O=C(NC(=S)Nc1cccc(Cl)c1)c1ccco1 | 0.991 | -0.6
O=C(Nc1ccccc1F)c1ccccc1[N+](=O)[O-] | 1.1 | -3.9

An excerpt from above in order of formula weight, low to high.
molecule | Cy5 interf NS3h | NS3h inh CB
O=C(NC(=S)Nc1cccc(Cl)c1)c1ccco1 | 0.991 | -0.6
CCOC(=O)c1c(NC(C)=O)sc(C)c1-c1ccccc1 | 0.939 | 17.9
Cc1cc(C=C2C(=O)NC(=O)NC2=O)c(-c2ccccc2)n1-c1ccccc1 | 0.923 | -6.3

Additional entries
molecule | Cy5 interf NS3h | NS3h inh CB
O=C(NCC1(c2ccccc2)CCCC1)c1cccc(Cl)c1 | 1.1 | 8.8
COc1ccc(C(O)c2nc3ccccc3s2)cc1 (stereo not drawn) | 0.869 | 5.0
COc1ccc(C2C(=C(O)c3ccccc3)C(=O)C(=O)N2c2cccc(Br)c2)cc1 (stereo not drawn) | 1.18 | 30.7
CCOC(=O)c1c(NC(=O)c2ccccc2)sc2c1CCC/C2=N\O | 1.04 | -5.0
COc1cccc(C2Nc3cc(C)c(C)cc3NC3=C2C(=O)CC(C)(C)C3)c1OC (stereo not drawn) | 1.03 | 2.6
NC(=O)C1CCN(C(=O)CCc2ccccc2)CC1 | 1.08 | 4.5
O=C(Nc1ccc(F)cc1)c1ccccc1 | 1.08 | -11.8
O=C1CSC(c2ccc(Cl)cc2)N1c1ccc(Cl)c(Cl)c1 (stereo not drawn) | 0.962 | 13.1

Brought forward from above: 3 entries, then new ones.
molecule | Cy5 interf NS3h | NS3h inh CB
NC(=O)C1CCN(C(=O)CCc2ccccc2)CC1 | 1.08 | 4.5
O=C(Nc1ccc(F)cc1)c1ccccc1 | 1.08 | -11.8
O=C1CSC(c2ccc(Cl)cc2)N1c1ccc(Cl)c(Cl)c1 (stereo not drawn) | 0.962 | 13.1
CCOC(=O)C(CC(C)C)NC(=O)CCN1C(=O)c2ccccc2C1=O (stereo not drawn) | 0.936 | 13.7
CCN(CC)C(=O)c1sc(NC(=O)C(C)(C)C)c(C(=O)OC)c1C | 0.906 | 2.3
Cc1ccc(S(=O)(=O)N2CCN(Cc3cccc4ccccc34)CC2)cc1 | 0.994 | -16.4
CCN(CC)c1ccc(N2C(=O)/C(=C/c3ccc(OC)c(OC)c3)SC2=S)cc1 | 1.07 | 5.0
O=C(Nc1ccccc1)c1ccc(NS(=O)(=O)c2ccccc2)cc1 | 1.04 | 10.6
CCOC(=O)c1c[nH]c2c(OC)cccc2c1=O | 1.06 | 6.8
O=C1NC(=O)N(c2ccc(Cl)cc2)C(=O)/C1=C\c1ccc(-c2ccccc2[N+](=O)[O-])o1 | 1.02 | 1.3
Cc1ccc(CN2C(=O)CSC2c2cn(-c3ccccc3)nc2-c2ccccc2)cc1 (stereo not drawn) | 1.01 | 0.4
CCOC(=O)Oc1ccc2oc(=O)cc(C)c2c1 | 1 | -4.0
Cc1nc2cc(-c3cccc(Cl)c3)nn2c(C)c1Cl | 1.12 | 6.3
COc1ccc(/C=C2\SC(=O)N(c3cccc(C)c3)C2=O)cc1 | 0.982 | 13.1

Bioassay records from PubChem BioAssay.
